CHO parental Ca – ATP-evoked calcium signal inhibitors, parental CHO, primary screen, counter-screen for OX1R antagonist project, cell-based, fluorescence, Fluo-8 calcium dye; inhibition, % at 5.6 µM; parental CHO-K1, ATP-induced calcium, Fluo-8 fluorescence; 330,000 compounds, 0.63% hits;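 active means inhibition above that plate's mean sample inhibition plus 3 SD, cut at about 26% in these data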;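 further: 0% = ATP-challenged DMSO wells and 100% = DMSO wells without ATP; some compounds past the cut are filed as inactive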
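material = parental CHO cells | also added = ATP as calcium-mobilizing challenge | dosing = single point at 5.6 µM | detection = intracellular calcium via Fluo-8 no-wash fluorescent dye | read-out = % inhibition | benchmarks = low control ATP plus DMSO, high control DMSO only | repeats = one well per compound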
CHO-K1 Ca antag – M1 antagonist counterscreen hit in parental CHO-K1 cells. AID 602250. 360,000 compounds, 0.6% hits. inhibition, % at 3 µM. ATP-induced calcium, Fluo-8 fluorescence;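 active means inhibition above a per-plate cutoff, the plate's mean sample inhibition plus 3 SD, cut at about 24% in these data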;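 further: 0% = DMSO plus EC80 ATP and 100% = DMSO alone without ATP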
M1 PAM – human M1 muscarinic receptor positive allosteric modulators, primary screen, CHO-K1 cells, Fluo-8 calcium fluorescence, 1536-well; CHO-K1 hM1, ACh EC20; 0% = ACh EC20, 100% = maximal ACh; activation, % at 3 µM; 360,000 compounds, 0.088% hits; in the data active means activation above about 19%, passing the limit was not always enough
Target sequence (P11229 whole entry, looked up): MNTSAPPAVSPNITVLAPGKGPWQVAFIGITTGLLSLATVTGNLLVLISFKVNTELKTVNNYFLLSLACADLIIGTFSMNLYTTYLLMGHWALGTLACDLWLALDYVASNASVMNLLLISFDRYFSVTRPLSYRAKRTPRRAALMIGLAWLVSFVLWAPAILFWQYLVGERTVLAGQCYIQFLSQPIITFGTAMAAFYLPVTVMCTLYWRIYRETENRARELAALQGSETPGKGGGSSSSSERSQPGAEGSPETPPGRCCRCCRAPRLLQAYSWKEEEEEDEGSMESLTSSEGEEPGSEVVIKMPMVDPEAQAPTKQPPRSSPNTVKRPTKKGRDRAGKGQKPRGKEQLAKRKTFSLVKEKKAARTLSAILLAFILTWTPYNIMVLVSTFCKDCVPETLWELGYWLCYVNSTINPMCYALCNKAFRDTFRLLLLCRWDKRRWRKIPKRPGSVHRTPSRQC
CHO-K1 Ca ag – counter-screen for M1 agonists: effect in parental CHO-K1 cells. Fluo-8 calcium fluorescence; scaled to maximal ATP response, vehicle zero. activation, % at 3 µM. 360,000 compounds, 0.48% hits. AID 602248, 2012; in the data active means activation above about 15%;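 further: untransfected CHO-K1 host cells lacking M1 receptor as counterscreen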
M1 PAM parental – nonselective calcium activators in parental CHO-K1 cells, primary screen, counter-screen for M1 PAM project, cell-based, Fluo-8 calcium fluorescence, full deck, 1536-well. ATP EC20; 0% at ATP EC20, 100% at ATP max. activation, % at 3 µM. 360,000 compounds, 0.02% hits;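 active means activation above the run cutoff, the mean activation of all test compounds plus 3 SD, cut at about 40% in these data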;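 further: peak over basal fluorescence ratio in a 140 s read after ATP addition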
TAAR1 antag – human TAAR1 antagonists, primary screen, Fluo-8 calcium fluorescence, CHO RD-HGA16 cells | Trace amine-associated receptor 1 (Homo sapiens), Q96RJ0 | AID 624466, 2012 | 360,000 compounds, 1.5% hits | inhibition, % at 3 µM | antagonist;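 active means inhibition above a per-plate cutoff, the mean inhibition of test compounds on that plate plus 3 SD, cut at about 49% in these data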;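 further: 0% = DMSO plus EC80 beta-PEA response and 100% = DMSO alone without agonist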
Target sequence (Q96RJ0 whole entry, looked up): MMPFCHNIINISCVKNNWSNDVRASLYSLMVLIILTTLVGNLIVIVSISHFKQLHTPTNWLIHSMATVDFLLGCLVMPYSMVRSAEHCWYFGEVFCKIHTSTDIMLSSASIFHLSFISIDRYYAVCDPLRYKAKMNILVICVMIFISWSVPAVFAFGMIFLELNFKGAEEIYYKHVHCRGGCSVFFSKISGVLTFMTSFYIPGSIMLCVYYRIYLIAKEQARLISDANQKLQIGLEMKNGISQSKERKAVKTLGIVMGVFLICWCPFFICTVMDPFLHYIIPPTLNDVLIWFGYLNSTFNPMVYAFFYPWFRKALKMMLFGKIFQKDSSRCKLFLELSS
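Test system: CHO RD-HGA16 cells bearing hTAAR1 | Reagent: β-PEA, EC80 | Compound dosing: 3 µM, single point | Schedule: Dye loading 75 min at 37 °C, then 30 min room temperature | Signal: Calcium fluorescence with Fluo-8 | Evaluation: Percent inhibition of PEA-evoked calcium signal, max/basal emission ratio | Control set: DMSO-only wells and EC80 β-PEA-stimulated wells | Repeats: Singlicate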
M1 ag – human M1 muscarinic receptor agonists, primary screen, Fluo-8 calcium fluorescence, CHO-K1 cells, HTS. CHO-K1 hM1, agonist mode; 0% DMSO, 100% acetylcholine EC100. activation, % at 3 µM. 360,000 compounds, 0.33% hits;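 active means activation above the run's mean compound activation plus 3 SD, cut at about 16% in these data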;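 further: peak over basal fluorescence ratio within a 140 s kinetic read after compound addition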
TAAR1 ag – human TAAR1 agonists, primary screen, Fluo-8 calcium fluorescence, CHO RD-HGA16 cells | AID 624467, 2012 | activation, % at 3 µM | 360,000 compounds, 0.99% hits | Trace amine-associated receptor 1 (Homo sapiens), Q96RJ0 | vehicle wells 0%, saturating PEA agonist 100%;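 active means activation above the mean activation of all test compounds in the run plus 3 SD, cut at about 38% in these data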
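Assay system – CHO-derived RD-HGA16 cells with stable Gα16 and human TAAR1 · Compound dosing – one-point dosing at 3 µM (nominal) · Incubation – 17-24 h seeding, 75 min 37 °C dye, 30 min RT · Measured by – kinetic Fluo-8 calcium fluorescence · Control set – DMSO vehicle as 0%, PEA at EC100 as 100% · Repeats – single well for each compound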
CHRM1 antagonist – human M1 muscarinic receptor antagonists, primary screen, CHO-K1 cells, Fluo-8 calcium fluorescence, 1536-well; Muscarinic acetylcholine receptor M1 (Homo sapiens), P11229; 360,000 compounds, 1.3% hits; CHO-K1 hM1, ACh EC80 antagonist; inhibition, % at 3 µM; AID 588852, 2011;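 active means percent inhibition above its own plate's cutoff, namely the mean of that plate's compound wells plus 3 SD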;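 further: peak over basal fluorescence ratio during 140 s after agonist addition; 0% = ACh EC80 plus DMSO and 100% = DMSO alone without agonist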
* hit, by the source's call; · = not tested or not shown; & = joins results of further samples. Compounds were not picked by outcome (roughly 4.4% active in at least one column).

SMILES	CHO parental Ca	CHO-K1 Ca antag	M1 PAM	CHO-K1 Ca ag	M1 PAM parental	TAAR1 antag	M1 ag	TAAR1 ag	CHRM1 antagonist
Cc1onc(-c2c(Cl)cccc2Cl)c1C(=O)N1CCc2ccccc2C1	-23	-10	-23	0.2	20	3	-6	3	41*
Nc1nc(SCC(=O)NC2CCCCC2)n[nH]1	-10	3	3	0.1	1	-14	-2	2	-3
S=C(/N=c1/sccn1Cc1ccccc1)NC1CC1	-9	-14	-6	1.8	9	-7	-8	6	8
COc1cccc(OCc2cc(C(=O)NCC3CCCCC3)no2)c1	-26	-5	16	-0.2	3	-29	-3	-1	-18
COc1ccc(CC(=O)Nc2ccccc2-c2ccccc2)cc1OC	6	0	1	5.3	19	-5	-3	-1	-2
COC(=O)CCCn1cc(CN2CC(N3CCN(Cc4ccccc4F)CC3)CS2(=O)=O)nn1 (stereo unspecified)	·	-21	·	0.7	12	-14	·	2	·
O=C(CCc1ccncc1)N1CCCC(Nc2ccc(F)c(F)c2)C1 (stereo unspecified)	-11	-2	-5	0.2	-15	0	-4	0	9
S=c1[nH]nc(-c2ccccc2)n1/N=C/C=C/c1ccco1	-13	5	-3	1.5	-2	-3	-7	4	2
COc1ccc(NC(=O)c2cc(-c3ccc(F)cc3C)n[nH]2)cc1OC	·	0	14	1.9	8	-8	-3	0	-19
CCOC(=O)Cn1cnc2scc(-c3ccc(C)c(C)c3)c2c1=O	-10	13	-3	2.4	-1	28	-2	7	5
O=C(COC(=O)c1cncc(Br)c1)NCc1cccs1	-13	-20	0	5.0	15	-3	-1	-1	-5
CN1CCN(C(=O)/C(C#N)=C/c2ccc(F)cc2)CC1	7	-3	3	0.1	-9	-14	-2	2	-6
O=C(c1c[nH]c2ccc(F)cc2c1=O)N1CCCCCC1	0	-6	5	-0.1	17	6	-1	11	-3
O=C(c1ccccc1-c1nc(-c2ccccc2)no1)N1CCCC1	-25	-9	-2	1.4	22	2	-3	5	-24
O=C(NCc1ccncc1)c1cncc(Br)c1	-9	-4	-5	0.4	5	-3	-4	1	11
COc1ccc(N2CC(C(=O)Nc3ccc(F)cc3F)CC2=O)cc1 (stereo unspecified)	-1	1	4	-0.1	7	5	-3	5	-1
C[C@H]1C(=O)N(C)CCN1C(=O)c1cccc(OC2CCN(CC(C)(C)C)CC2)c1	3	-13	7	0.2	-8	-3	-1	0	-6
COc1cc2[nH]c(=O)n(CCCCCC(=O)N3CCN(c4ccccc4)CC3)c(=O)c2cc1OC	-27	18	-8	3.4	5	46	0	24	13
CC(Sc1ncccn1)C(=O)NC1(C#N)CCCCC1 (stereo unspecified)	-14	-4	16	0.1	-3	9	-1	0	-13
CCN(C(=O)CSc1nc2ccccc2o1)C1CCS(=O)(=O)C1 (stereo unspecified)	-6	-8	6	1.6	21	-9	-4	0	-4
CC(=O)n1nc(-c2cccc(C)c2)nc1SCC(=O)Nc1ccccc1	-11	-5	3	1.8	8	-1	-1	10	-2
C=CCn1c(-c2ccccc2)nc2nc3ccccc3nc21	1	-12	9	2.6	14	-6	-3	-1	-8
COC(=O)C1CCN(C(=O)c2ccccc2NC(C)=O)CC1	-9	-1	11	0.3	4	1	-1	1	-15
O=C1NC(c2ccccc2)Cc2ccncc21 (stereo unspecified)	·	-1	2	-0.1	-14	-9	-1	1	0
CC1(c2nnc(-c3ccccc3)o2)CC(c2ccncc2)=NO1 (stereo unspecified)	-14	-12	6	0.3	-2	-1	-5	10	-6
Next part
SMILES	CHO parental Ca	CHO-K1 Ca antag	M1 PAM	CHO-K1 Ca ag	M1 PAM parental	TAAR1 antag	M1 ag	TAAR1 ag	CHRM1 antagonist
CCOC(=O)CSc1nc2c(sc3ccc([N+](=O)[O-])cc32)c(=O)n1Cc1ccco1	-6	-10	1	0.2	15	19	-4	-3	-10
CN1CCN(C(c2ccc(F)cc2)c2ccc3cccnc3c2O)CC1 (stereo unspecified)	·	-8	10	0.1	9	·	0	·	-12
C=CC[C@H](CC(=O)NCCO)C(=O)N[C@@H](COC(=O)[C@@H](CC=C)Cc1ccc(F)cc1)Cc1ccccc1	-31	-6	0	2.4	-2	33	-1	20	-1
c1ccc(OCc2nn3c(-c4ccncc4)nnc3s2)cc1	-10	3	-1	2.2	-4	-8	-4	6	-3
O=C(CCCN1C(=O)C(=Cc2ccc3c(c2)OCO3)SC1=S)Nc1ccc(C(=O)O)c(O)c1	·	3	6	-0.8	4	-1	-1	-1	-8
C=C(C)CN(CC)C(=O)CN1C(=O)NC2(CCCc3ccccc32)C1=O (stereo unspecified)	-7	-11	16	1.1	-10	-5	4	1	-2
Cn1c(CN2CCOCC2)nnc1SCC(N)=O	-3	-5	3	0.3	15	-5	-1	6	-27
COc1cc(OC)c2ccc(=O)oc2c1C(CCN1CCCC(C)C1)c1ccc2c(c1)OCO2 (stereo unspecified)	-11	1	-6	-0.6	-18	-6	-13	3	3
COc1cccc(/C=N/N2C(=O)CSC2=S)c1O	-11	8	0	0.1	-9	-8	-2	0	7
COC(=O)c1[nH]c2c(c1C)C(=O)CC(c1ccc(C)cc1)C2 (stereo unspecified)	2	-15	3	1.5	16	16	-3	18	-6
NS(=O)(=O)c1ccc(N2N=C(c3ccccc3)CC2c2cccc(F)c2)cc1 (stereo unspecified)	-2	-3	5	0.3	14	-1	-5	3	0
CC(C)C[C@@H](CN1CCC[C@H]1CN1C(=O)C(=O)NC[C@@H]1Cc1ccc(O)cc1)N1C[C@H](Cc2ccc(O)cc2)N(CCc2ccccc2)C(=O)C1=O	·	-10	·	0.4	15	-3	·	7	·
Cc1cc2ccccc2n1CCNCc1c(C(=O)N2CCOCC2)nc2ccccn12	-16	24*	3	11	12	-4	-1	12	-14
NC(=O)C1CCN(c2ccc([N+](=O)[O-])cc2Cl)CC1	12	6	11	0.1	13	3	-4	1	-11
Cc1ccc(CC(=O)Nc2nccs2)cc1	2	-7	0	0.5	19	-22	-2	4	-3
CC(C)CC1Nc2ncnc(N3CCN(c4ccccn4)CC3)c2N(Cc2ccc(Cl)cc2)C1=O (stereo unspecified)	-38	-18&-22	-29&-16	-0.1&0.5	18&22	-7&-22	-12&-5	4&-1	31&-5
COc1ccc(C(=S)N2CCC(C(N)=O)CC2)cc1Br	15	-4	5	0.8	10	6	-3	4	-5
Cc1ccc(S(=O)(=O)N2CCC(NC(=O)c3cccc(F)c3)CC2)cc1	3	6	18	-0.7	-11	-6	-1	4	-7
Cc1ccc(-n2[nH]c(C)c(C=Nc3ccc(C)cn3)c2=O)cc1	-8	-23	11	0.2	21	-26	-5	5	-15
CCOc1ccc(CNC(=O)C2Cc3cc(S(=O)(=O)N4CCCC4)ccc3N2C(C)=O)cc1 (stereo unspecified)	-16	6	13	-0.5	16	-26	-2	3	-11
CCOC(=O)c1ccc(NC(=S)N(CCCN2CCCC(C)C2)Cc2ccco2)cc1 (stereo unspecified)	-11	-14	-17	3.8	27	0	-6	1	21
O=C1/C(=C\c2ccc(C(F)(F)F)cc2)CSc2sccc21	-16	-8	6	1.3	15	-34	-2	0	-16
CS(=O)(=O)N(CC(=O)NCCSCc1ccco1)c1ccc(Cl)cc1	-7	-7	-5	0.7	-8	-7	-5	1	11
CCOc1cc(/C=N/NC(=O)COc2ccc(C)cc2)ccc1OC(=O)c1cccs1	-12	-4	2	9.3	11	29	-3	4	2
CC(C)CNC(=O)CSc1nc2scc(-c3ccccc3)c2c(=O)[nH]1	5	-4	4	6.2	18	-2	0	1	4
Next part
SMILES	CHO parental Ca	CHO-K1 Ca antag	M1 PAM	CHO-K1 Ca ag	M1 PAM parental	TAAR1 antag	M1 ag	TAAR1 ag	CHRM1 antagonist
Cc1ccc(C(=O)OCc2nnc(-c3ccccc3)o2)cc1S(=O)(=O)N1CCOCC1	-1	-15	13	8.2	-3	-26	-1	1	7
CCCCN(CCCC)CC(O)CN(c1cc([N+](=O)[O-])ccc1OC)S(=O)(=O)c1ccccc1 (stereo unspecified)	-25	-12	-3	1.8	19	-14	-7	2	-3
Cc1nn(C(C)C(=O)O)c(=O)c2ccccc12 (stereo unspecified)	0	0	-9	0.0	2	2	-4	8	10
CCC(C)(C)n1nnnc1C(c1cc(OC)ccc1OC)N1CCN(Cc2ccccc2)CC1 (stereo unspecified)	-31	-9	14	0.8	27	3	-5	8	-14
O=[N+]([O-])c1cccc(CNC2CCCCCC2)c1	-9	-16	6	0.8	13	-15	-7	4	-7
CCc1cc(C(=O)N2CCCC(Nc3ccc(F)c(F)c3)C2)n(C)n1 (stereo unspecified)	-13	-8	1	1.8	10	10	-3	-1	6
O=C(CCS(=O)(=O)c1ccccc1)NCc1ccccc1	0	-7	11	0.2	3	-17	-2	0	-13
Cc1cccc(NS(=O)(=O)c2nnc(NC(=O)c3ccc(C)c(C)c3)s2)c1	2	-1	5	-0.1	10	-1	-3	-2	-15
O=C(COC(=O)C1CC1)Nc1nc(-c2ccc(F)c(F)c2)cs1	-12	10	-7	1.7	-4	-3	-4	2	9
COc1ccc(C2NC(c3ccc(OC)cc3)C([N+](=O)[O-])C(C)(C)C2[N+](=O)[O-])cc1 (stereo unspecified)	-6	-20	9	2.4	31	-2	-5	8	-12
Cc1ccc(Nc2c(-c3ccc(C)o3)nc3cnccn23)cc1	-8	-9	11	0.2	22	-18	-9	-3	-20
Cc1ccc(/C=N/Nc2cc(C)nc(N3CCOCC3)n2)cc1	-42	-2	-4	4.5	-13	4	-5	8	7
CC(C(=O)N1CCc2ccccc21)N1CCN(S(=O)(=O)c2cccs2)CC1 (stereo unspecified)	-7	6	8	0.2	-3	-17	-4	7	-4
O=C(NCc1ccccc1F)C1CCCN1S(=O)(=O)c1ccc(Cl)cc1 (stereo unspecified)	-23	-10	9	0.4	20	-7	-6	-1	-23
Cc1cc(NC(=O)CSc2nc3ccsc3c(=O)n2CCCCC(=O)O)no1	1	12	4	0.3	-14	-8	-2	3	4

Among those listed so far, two contain a cyano group:
SMILES	CHO parental Ca	CHO-K1 Ca antag	M1 PAM	CHO-K1 Ca ag	M1 PAM parental	TAAR1 antag	M1 ag	TAAR1 ag	CHRM1 antagonist
CN1CCN(C(=O)/C(C#N)=C/c2ccc(F)cc2)CC1	7	-3	3	0.1	-9	-14	-2	2	-6
CC(Sc1ncccn1)C(=O)NC1(C#N)CCCCC1 (stereo unspecified)	-14	-4	16	0.1	-3	9	-1	0	-13

Source: PubChem (The Scripps Research Institute Molecular Screening Center)
